Assay outcomes as filed in PubChem BioAssay.
GAA glycogen – GAA glycogen-cleavage inhibition or activation; recombinant GAA, glycogen substrate, Amplex Red glucose oxidase fluorescence; Potency, µM (highest dose often 76.4 µM), inactives show at the top dose activity change, negative = inhibition, usual class: inhibitors; 300,000 tested, 0.38% active; active = well fitted inhibition curve with a large enough effect; inconclusive = small, poorly fitted or top-dose-only effect, or another doubt; inactive = no such curve, though single readings can be large or run the other way;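 note: 0% = full enzyme reaction and -100% = no-enzyme basal signal; the screen sought inhibitors and activators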
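Recombinant enzyme (4 nM final) with compounds titrated up to 77 uM and bovine liver glycogen (30 ug) in citrate pH 5.0, 0.01% Tween-20, 37 C 40 min. Released glucose detected by Amplex Red/glucose oxidase (Ex 573/Em 610); AC50 from Hill fits.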
Active calls of the source: *; ? = inconclusive; [ ] = another dose, or the depositor's remark. Potency is the fitted concentration of half-maximal effect. This is a subset. The share of hits here may be higher or lower than overall.

SMILES	GAA glycogen
Cc1nn2c(N)c(-c3ccccc3)cnc2c1-c1ccc(Cl)cc1	5%
CC1(C)Cc2c(cnn2-c2ccccc2)C(NC(=O)CCc2ccc(=O)[nH]n2)C1 (stereo not drawn)	2%[76.3 µM]
CCOc1ccc2oc(=O)cc(CN3CCN(Cc4ccccc4)CC3)c2c1	-3%[76.3 µM]
CNC(=O)Cn1ncc2c3ccccc3n(C)c2c1=O	-16%
CCN(CC(=O)Nc1ccccc1C(F)(F)F)C(=O)CCc1c(C)[nH]c(=O)c(C#N)c1C	1%
COc1ccccc1NC(=O)C(C)N(C)Cc1ccc(Cl)s1 (stereo not drawn)	-11%
Cc1ccc(C(=O)NCCc2ccccc2)cc1	-3%[76.3 µM]
C[C@H](NC(=O)c1nc[nH]c1C(=O)N[C@@H](C)C(=O)OCc1ccccc1)C(=O)OCc1ccccc1	-13%[76.3 µM]
CC(C)c1ccc(OCC(=O)Nc2ccc3oc(=O)ccc3c2)cc1	-5%
CCOc1ccc(S(=O)(=O)NC(C)C(=O)NCc2ccccn2)cc1 (stereo not drawn)	-1%[76.3 µM]
CC(C(=O)NC1CCCCC1)N1C(=O)c2cccc3cccc1c23 (stereo not drawn)	-2%[76.3 µM]
OC(COc1ccccc1)CN1CCN(C(c2ccccc2)c2ccccc2)CC1 (stereo not drawn)	-9%[76.3 µM]
CC(=O)c1c(-c2ccccc2)[nH]c2ccccc12	17%[76.3 µM]
Cc1nc2oc3ccc(Cl)cc3c(=O)c2cc1C(=O)O	2%
Cc1ccc(CNc2cc(C(=O)O)ccc2Cl)s1	-2%[76.3 µM]
CC1CCC(NC(=O)c2nn(C)c3c2CS(=O)(=O)c2ccccc2-3)CC1 (stereo not drawn)	1%[76.3 µM]
O=C1NC(=O)/C(=C\c2cn(CC(=O)N3CCOCC3)c3ccccc23)S1	3%
O=C(c1ccc(S(=O)(=O)N2CCCC2)cc1)N1CCN(c2cccc(Cl)c2)CC1	-8%[76.3 µM]
Cc1c(NC(=O)c2ccc(CC(C)C)o2)c(=O)n(-c2ccccc2)n1C	2%
Cc1ccccc1NS(=O)(=O)c1c(C(=O)N2CCCCCC2)c(C)n(C)c1C	-5%[76.3 µM]
CN(C)CCCNc1ncnc2c1c(-c1ccccc1)cn2-c1ccccc1	-4%[76.3 µM]
Cc1[nH]n(C(N)=S)c(=O)c1N=Nc1ccc([N+](=O)[O-])cc1Cl	0%
O=C(O)c1cc(NC(=O)c2ccc3c(c2)C(=O)N(Cc2ccccc2)C3=O)cc(C(=O)O)c1	1%[76.3 µM]
CCc1nnc(NC(=O)CCC(=O)N2CCN(c3cccc(Cl)c3)CC2)s1	-7%[76.3 µM]
COc1ccccc1CNC(=O)CCCC(=O)n1nc(C)c2ccccc21	-1%[76.3 µM]
Cc1ccc(OCC(=O)N/N=C\c2cccn2C)c([N+](=O)[O-])c1	1%
COc1ccc(C(=O)NC2CC2)cc1OC1CCN(Cc2ccc(SC)cc2)CC1	-3%[76.3 µM]
O=C(Nc1ccccc1Cc1ccccc1)c1ccccc1F	4%
Cc1ccc(CC2C(=O)N(c3cc(C)ccc3C)C(=O)C2C)cc1 (stereo not drawn)	-3%[76.3 µM]
O=C(c1ccc([N+](=O)[O-])s1)N1CCN(c2ccccn2)CC1	-12%
Cc1ccc(-c2n[nH]c(=O)c3ccccc23)cc1S(=O)(=O)N(C)C	-8%[76.3 µM]
CC1(C)Cc2cccc(OCC(=O)Nc3ccccc3C(F)(F)F)c2O1	-3%[76.3 µM]
O=C(O)c1cccc([N+](=O)[O-])c1C(=O)Nc1ccc2ccccc2c1	-3%[76.3 µM]
CCC(C)[C@H](NC(=O)[C@@H]1CSC2c3ccccc3C(=O)N21)C(=O)NCc1ccco1 (stereo partly drawn)	2%[76.3 µM]
Cc1cccc(C)c1OCCN1CCCC1	-9%[76.3 µM]
COC(=O)c1ccc(CO/N=C/c2ccc(OC)cc2OC)cc1	-2%
COc1ccc(CC(=O)N/N=C/c2cccnc2)cc1OC	-2%[76.3 µM]
O=C(Nc1ccccc1)c1ccccc1NC(=O)[C@H]1CCCC[C@H]1C(=O)O	-23%[76.3 µM]
CC1CN(C(=S)NC(=O)c2ccccc2)CC(C)O1 (stereo not drawn)	-7%[76.3 µM]
CCCC(=O)NC(c1ccc(N(C)C)cc1)c1ccc2cccnc2c1O (stereo not drawn)	-8%[76.3 µM]
COc1cc(NC(=O)CCN2CCN(C/C=C/c3ccccc3)CC2)cc(OC)c1	0%[76.3 µM]
COC(=O)c1cc(NC(=O)CSc2ncn[nH]2)ccc1Cl	10%[76.3 µM]
O=C(CCN1C(=O)/C(=C\C=C\c2ccccc2)SC1=S)Nc1ccccc1C(=O)O	0%[76.3 µM]
Cc1cc(S(=O)(=O)Nc2noc3ccccc23)ccc1F	1%
CCc1nn(C(CC)C(=O)NCc2cccc(OC)c2)c(=O)c2cc3occc3n12 (stereo not drawn)	7%[76.3 µM]

Quoted from the listing.
GAA glycogen, `Cc1nn2c(N)c(-c3ccccc3)cnc2c1-c1ccc(Cl)cc1` : 5%
GAA glycogen, `COc1ccc(CC(=O)N/N=C/c2cccnc2)cc1OC` : -2%[76.3 µM]
GAA glycogen, `O=C(CCN1C(=O)/C(=C\C=C\c2ccccc2)SC1=S)Nc1ccccc1C(=O)O` : 0%[76.3 µM]

Continued:
SMILES	GAA glycogen
COc1ccccc1N1C(=O)c2cccc3c(Cl)ccc(c23)C1=O	8%
Cc1ccc(C(=O)N2CCN(c3cccc(C)c3C)CC2)o1	-3%[76.3 µM]
O=C(Nc1ccc(F)cc1)c1cc2cc(Cl)ccc2[nH]1	1%
O=C(O)c1cnn(-c2nc(-c3ccc(Cl)c(Cl)c3)cs2)c1C(F)(F)F	0%
NCc1cc2c3c(c1)CCCN3CCC2	7%
COc1ccc(CNC(=O)CCc2cc(OC)c(OC)c(OC)c2)cc1	-3%
O=C(CCNC(=O)C1CCN(S(=O)(=O)c2ccccc2)CC1)NCc1ccc(Cl)c(Cl)c1	1%[76.3 µM]
COc1ccc(N(CC(=O)N/N=C(\C)c2ccccc2)S(=O)(=O)c2ccccc2)cc1	-5%
Cc1cc(NC(=O)C2CCCCC2C(=O)O)ccc1NC(=O)c1ccccc1 (stereo not drawn)	-15%[76.3 µM]
NC(=Nc1ccc(Br)cc1)c1ccccc1	1%[76.3 µM]
Cc1ccccc1NC(=O)c1ccc(F)c(S(=O)(=O)NCC2CCCO2)c1 (stereo not drawn)	5%[76.3 µM]
CCOc1ccc(-n2c(SCC(=O)N3CCC(C(=O)O)CC3)nc3ccccc3c2=O)cc1	6%[76.3 µM]
Cc1ccc(NC2CCCN(C(=O)c3ccc(C)c(N4CCNC4=O)c3)C2)cc1C (stereo not drawn)	-8%[76.3 µM]
CCOC(=O)C1CCN(C(=O)C2CCN(S(=O)(=O)c3cccc4nsnc34)CC2)CC1	0%[76.3 µM]
CCC(CC)COC(=O)C1=C(C)NC(=O)NC1c1ccc(OC)cc1 (stereo not drawn)	-12%[76.3 µM]
CCc1nnc(NC(=O)COc2ccc3ccccc3c2)s1	3%
CCOC(=O)c1cnc2c(OC)cccc2c1Oc1ccccc1	0%
O=C(CN1CCN(Cc2ccccc2)CC1)Nc1ccc(F)c(F)c1	-4%[76.3 µM]
CN1CCN(CC(=O)Nc2ccc(S(=O)(=O)N(C)C)cc2)CC1	3%
CC(C)C1Oc2ccccc2N(CC(=O)N(C)C2CCCCC2)C1=O (stereo not drawn)	-11%
COc1ccc(NC(=O)NNC(=O)c2cc3ccccc3cc2O)cc1	3%[76.3 µM]
Cc1cc(C)cc(NS(=O)(=O)c2ccc3[nH]c(=O)ccc3c2)c1	-1%
Cc1ccc2[nH]c3c(c2c1)CCCC3NCCO (stereo not drawn)	?
O=S(=O)(c1ccc(Cl)cc1)N1CCN(C(=S)NCC2CCCO2)CC1 (stereo not drawn)	2%[76.3 µM]
Cc1ccc(-n2nc3c(N4CCC(C(=O)N5CCCCCC5)CC4)nnc(C)c3c2C)cc1	-14%[76.3 µM]
CCCCOP(=O)(c1ccc(N(C)C)cc1)C(O)c1ccc(C(C)C)cc1 (stereo not drawn)	-6%
Cc1cccc(N(CC(=O)NC(C)C)C(=O)CCC(=O)Nc2nccs2)c1	-9%[76.3 µM]
C/C(=N/NC(=O)NC12CC3CC(CC(C3)C1)C2)c1ccccc1	1%
O=[N+]([O-])c1ccc(-c2nc(Nc3cccc(O)c3)c3ccccc3n2)cc1	2%
COc1ccc(C2=NOC(C(=O)Nc3cccc(O)c3)C2)cc1 (stereo not drawn)	-2%
CC1CCCN(S(=O)(=O)c2ccc(C(=O)Nc3sc4c(c3C(N)=O)CCN(C)C4)cc2)C1 (stereo not drawn)	?
CCN(CC(=O)N1CCOCC1)S(=O)(=O)c1ccc(Cl)cc1	-1%[76.3 µM]
Cc1ccc2c(CN3CCOCC3)cc(=O)oc2c1C	1%
O=C1NC(=Nc2ccccc2Cl)S/C1=C\c1ccc(C(=O)O)cc1	3%
COc1ccc(C(C)=O)cc1CC(=O)N(Cc1ccccc1)c1ccccc1	-8%
Cc1ccc(-c2cc(C(=O)N3CCCCCC3)no2)cc1	2%
COC(=O)c1ccc(Cn2nc(-c3ccccc3)ccc2=O)cc1	-3%
COc1ccccc1CCC(=O)Nc1ccc2c(c1)CN(Cc1ccc(C)o1)CC2	-1%[76.3 µM]
COC(=O)c1ccc(COC(=O)C(CCSC)NC(=O)COc2ccccc2)cc1 (stereo not drawn)	-2%[76.3 µM]
CCOC(=O)C1=C(COC(=O)/C=C/c2cc(OC)c(OC)c(OC)c2)NC(=O)NC1C (stereo not drawn)	0%[76.3 µM]
O=c1[nH]c(C2CCN(S(=O)(=O)c3cccc(Cl)c3)CC2)nc2c1nnn2Cc1ccccc1	-2%[76.3 µM]
Cc1c(NC(=O)CN(c2ccc(F)cc2)S(=O)(=O)c2ccccc2)c(=O)n(-c2ccccc2)n1C	-9%[76.3 µM]
Cc1ccc(N(C(=O)c2csnn2)C(C(=O)NC2CCCC2)c2cccnc2)cc1 (stereo not drawn)	2%
CO[C@H]1O[C@H](C)[C@@H](O)C[C@H]1NC(=O)OCc1ccccc1	4%[76.3 µM]
CCOc1ccccc1N(CC(=O)N(C)Cc1ccccc1)S(=O)(=O)c1ccccc1	-3%[76.3 µM]
CCC(C)(C)NC(=O)C(c1cccc(OC)c1OC)N(Cc1ccc(OC)cc1)C(=O)CCC(=O)Nc1cc(C)on1 (stereo not drawn)	0%
O=C(CCCN1C(=O)/C(=C/c2ccc3c(c2)OCO3)SC1=S)Nc1cccc(C(=O)O)c1	-10%[76.3 µM]
O=C(CN1CCN(Cc2ccccc2)CC1)Nc1nc2ccccc2s1	-5%
COc1ccc(-c2cc(C3CCN(CC(O)C(F)(F)F)CC3)[nH]n2)cc1 (stereo not drawn)	-2%
CN1CCN(c2nc3c(c(=O)[nH]c(=O)n3C)n2Cc2cccc(Br)c2)CC1	3%[76.3 µM]
O=C1CCC(=O)N1Cc1c(Cl)cccc1Cl	0%
CC/C(=N\NC(=O)c1nnn(-c2nonc2N)c1-c1cccc(OC)c1)c1ccc(C)cc1	-26%[76.3 µM]
COc1ccc(S(=O)(=O)NCCN2CCOCC2)cc1[N+](=O)[O-]	8%
COc1cccc(NC(=O)C2C3C=CC4(O3)C2C(=O)N(CCCN2CCC(C)CC2)C4C(=O)NC2CCCCC2)c1 (stereo not drawn)	-4%
CN1CCN(CCCNc2c(C=O)c(=O)[nH]c3ccccc23)CC1	15%[76.3 µM]
COc1ccc(NC(=O)CCCC(=O)c2ccccc2)cc1	2%
O=S(=O)(NCc1csc(-c2cccnc2)n1)c1ccc(F)cc1	-2%[76.3 µM]
Cc1ccc(Cn2ncc3c(NCCCN(C)C)ncnc32)cc1	2%
O=C(CN1C(=O)c2ccccc2S1(=O)=O)NC1CCCCC1	6%
COc1cc(-c2cc(-c3ccc(N)cc3)[nH]c(=O)c2C#N)cc(OC)c1OC	16%[76.3 µM]
CCOC(=O)c1cc(NC(=O)NC2CCCCC2)c(C)nc1C	-2%
CCOc1ccccc1N(C)C(=O)Cn1ncc2c([nH]c3ccccc32)c1=O	0%[76.3 µM]
CCOC(=O)N1CCN(C(=O)C(NC(=O)c2ccco2)C(C)C)CC1 (stereo not drawn)	-4%[76.3 µM]

Part of the list above, in markdown.
| mol | GAA glycogen |
| --- | --- |
| COC(=O)c1cc(NC(=O)CSc2ncn[nH]2)ccc1Cl | 10%[76.3 µM] |
| O=C(Nc1ccccc1)c1ccccc1NC(=O)[C@H]1CCCC[C@H]1C(=O)O | -23%[76.3 µM] |

7 structures out of the list, sorted by SMILES length, descending:
SMILES	GAA glycogen
COc1ccc(-c2cc(C3CCN(CC(O)C(F)(F)F)CC3)[nH]n2)cc1 (stereo not drawn)	-2%
COc1ccc(S(=O)(=O)NCCN2CCOCC2)cc1[N+](=O)[O-]	8%
O=S(=O)(NCc1csc(-c2cccnc2)n1)c1ccc(F)cc1	-2%[76.3 µM]
O=C(CN1CCN(Cc2ccccc2)CC1)Nc1nc2ccccc2s1	-5%
O=C(CN1C(=O)c2ccccc2S1(=O)=O)NC1CCCCC1	6%
Cc1ccc(Cn2ncc3c(NCCCN(C)C)ncnc32)cc1	2%
COc1ccc(NC(=O)CCCC(=O)c2ccccc2)cc1	2%
